Assay outcomes deposited in PubChem BioAssay by The Scripps Research Institute Molecular Screening Center.
LEDGF integ inh: blockers of LEDGF/p75-dependent integrase strand transfer – biochemical, TR-FRET, high throughput, primary screen; inhibition, % at 3.7 µM; TR-FRET IN-LEDGF/p75 DNA integration, Eu/Cy5; HIV-1 integrase (with human LEDGF/p75); 0.64% of 370,000 active;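 active means inhibition above the screen-wide mean plus 3 SD, cut at about 13% in these data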;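 further: signal is the Cy5 over europium emission ratio at 671 and 618 nm; 0% = plate median of compound wells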
proKLK7 act: proKLK7 zymogen activators, primary screen, biochemical, fluorescence intensity; Kallikrein-7 (Homo sapiens), P49862; purified proKLK7, EDANS-DABCYL substrate fluorescence; 100% is mature enzyme control, 0% vehicle; activation, % at 7 µM; 0.9% of 370,000 active; AID 652039, 2013;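 active means activation above the mean of all tested compounds plus 3 SD, computed per campaign excluding outliers beyond control limits, cut at about 13% in these data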
Tn6 DDE FP: inhibitors of Tn6 peptide binding to fibrin DD(E), primary screen, biochemical, fluorescence polarization, human fibrin, Tn6 probe; Fibrin DD(E) TRITC-Tn6 fluorescence polarization displacement; inhibition, % at 8.3 µM; 0.21% of 370,000 active; AID 720509, 2013;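 active means inhibition above a per-campaign cutoff: mean of compounds within control limits plus 3 SD, cut at about 15% in these data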;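 further: 0% = median of all compound wells on the plate and 100% = blocking peptide control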
TDP2 inh: human TDP2 enzyme inhibitors, primary screen, biochemical, epi absorbance, recombinant enzyme | Tyrosyl-DNA phosphodiesterase 2 (Homo sapiens), O95551 | T5PNP hydrolysis, p-nitrophenol absorbance 415 nm | inhibition, % at 12.8 µM | 0.34% of 370,000 active | AID 720702, 2013;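 active means inhibition above the mean of all tested compounds plus 3 SD, set per campaign, cut at about 25% in these data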;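 further: 0% = DMSO with enzyme and 100% = buffer with substrate but no TDP2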
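Incubation: 2 h at 37 °C; Test system: recombinant human TDP2; Quantity: enzyme 120 nM; Read-out basis: percent inhibition; Medium: 50 mM Tris-HCl pH 7.5 with Mg2+, KCl, DTT, BSA; Repeats: single replicate; Compound: 12.8 µM single point, 1% DMSO; Signal: epi absorbance; Reagent: 5 mM T5PNP chromogenic substrate; Benchmarks: no-enzyme high, DMSO-plus-enzyme low.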
UHRF1 binding: UHRF1 methylated DNA binding inhibitors, primary screen, counter-screen for MBD2 inhibitor project, biochemical, TR-FRET, human UHRF1, single concentration. E3 ubiquitin-protein ligase UHRF1 (Homo sapiens), Q96T88. UHRF1 binding to methylated oligo. inhibition, % at 4.4 µM. 0.75% of 370,000 active; in the data active means inhibition above about 21%;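 further: UHRF1 SRA domain binding a hemimethylated CpG hairpin DNA probe; 0% = median of test compound wells and 100% = reference inhibitor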
MBD2 DNA inh: inhibitors of MBD2 binding to methylated DNA, primary screen, biochemical, TR-FRET, DNA-binding domain, human; AID 686964, 2013; inhibition, % at 4.4 µM; Methyl-CpG-binding domain protein 2 (Homo sapiens), Q9UBB5; MBD2 binding to methylated oligonucleotide; 0.31% of 370,000 active; in the data active means inhibition above about 13%
SIAE inh: human SIAE inhibitors, primary screen, biochemical, fluorescence polarization, FP-Rh probe, 1536-well HTS | 0.69% of 370,000 active | inhibition, % at 9.66 µM | SIAE FP-Rh probe binding | Sialate O-acetylesterase (Homo sapiens), Q9HAT2 | AID 1053197, 2014;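 active means inhibition above a cutoff: mean of compounds within the control limits plus 3 SD of those, cut at about 17% in these data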;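 further: 0% = plate median of compound wells and 100% = probe without SIAE protein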
Target sequence (Q9HAT2 whole entry, looked up): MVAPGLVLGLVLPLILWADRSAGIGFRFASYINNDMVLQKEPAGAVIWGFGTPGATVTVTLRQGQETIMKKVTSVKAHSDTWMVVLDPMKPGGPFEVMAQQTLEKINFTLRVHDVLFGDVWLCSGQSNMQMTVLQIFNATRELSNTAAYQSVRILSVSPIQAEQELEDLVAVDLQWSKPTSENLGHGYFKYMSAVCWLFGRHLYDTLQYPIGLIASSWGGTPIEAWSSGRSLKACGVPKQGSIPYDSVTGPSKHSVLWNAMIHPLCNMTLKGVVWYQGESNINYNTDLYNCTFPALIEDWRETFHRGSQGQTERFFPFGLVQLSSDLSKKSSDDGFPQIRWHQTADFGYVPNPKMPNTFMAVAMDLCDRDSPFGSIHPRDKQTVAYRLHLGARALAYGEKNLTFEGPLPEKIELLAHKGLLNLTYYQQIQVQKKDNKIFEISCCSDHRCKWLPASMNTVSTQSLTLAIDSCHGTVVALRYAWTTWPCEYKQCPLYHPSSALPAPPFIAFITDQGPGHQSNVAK
DDE Tn7 FP inh: inhibitors of Tn7 peptide binding to fibrin DD(E), primary screen, biochemical, fluorescence polarization, human fibrin, Tn7 probe. Fibrinogen beta chain (Homo sapiens), P02675. FP displacement of FITC-Tn7 peptide from fibrin DD(E); 0% = median of compound wells per plate. 0.13% of 370,000 active. inhibition, % at 8.3 µM;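 active means inhibition above the mean of compounds falling within the control limits plus 3 SD of them, cut at about 14% in these data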;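 further: 0% = plate median of compound wells and 100% = 10 µM Aha-Tn7 peptide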
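assay system = human clot-derived fibrin DD(E) complex | quantity = Fibrin-DD(E) at 2 µM final | timing = 10 min preincubation, 3 h with tracer, room temperature | signal = fluorescence polarization | measure = percent inhibition | benchmarks = high control wells with 10 µM unlabelled Aha-Tn7 peptide (full inhibition) | replicates = singlicate testing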
TCR CD3 inh: inhibitors of human TCR-CD3 interaction, primary screen, biochemical, fluorescence, TAMRA-labeled TCR probe. T-cell receptor (TCR). 0.37% of 360,000 active. inhibition, % at 9.4 µM; in the data active means inhibition above about 19%;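 further: recombinant mutant TCR 2C K166C tagged with TAMRA read by polarization; 0% = receptor in buffer alone and 100% = receptor with positive control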
PRMT1 FP inh: PRMT1 methyltransferase inhibitors, primary screen, biochemical, fluorescence polarization | Protein arginine N-methyltransferase 1 (Homo sapiens), Q99873 | recombinant PRMT1, activity-based probe fluorescence polarization | inhibition, % at 2.79 µM | 1.3% of 370,000 active | AID 652257, 2013;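 active means inhibition above about 21% made by adding two undisclosed values, limit read from the data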
Target sequence (Q99873 whole entry, looked up): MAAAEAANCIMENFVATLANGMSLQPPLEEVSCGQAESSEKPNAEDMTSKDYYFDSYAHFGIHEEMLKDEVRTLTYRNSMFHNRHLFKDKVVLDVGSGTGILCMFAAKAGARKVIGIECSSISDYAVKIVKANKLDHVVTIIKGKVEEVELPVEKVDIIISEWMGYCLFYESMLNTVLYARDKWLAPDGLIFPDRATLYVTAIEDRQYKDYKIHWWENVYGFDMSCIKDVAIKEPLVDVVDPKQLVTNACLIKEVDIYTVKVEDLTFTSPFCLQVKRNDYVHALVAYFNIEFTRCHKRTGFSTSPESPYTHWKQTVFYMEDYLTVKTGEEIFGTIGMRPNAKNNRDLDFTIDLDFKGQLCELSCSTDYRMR
Active calls of the source: *.

What do the screens show for `Cc1ccc(CNC(=O)c2cc(-c3ccccc3)nn2CC2CC(c3cccnc3)=NO2)cc1` (stereo not given)?
LEDGF integ inh: 3.3; proKLK7 act: 0.3; Tn6 DDE FP: 3.0; TDP2 inh: 8.1; UHRF1 binding: -0.6; MBD2 DNA inh: -2.3; SIAE inh: 4.2; DDE Tn7 FP inh: 5.3; TCR CD3 inh: 4.8; PRMT1 FP inh: -0.3

How did COc1ccc(OC)c(S(=O)(=O)NCCc2ccccc2)c1 do in these assays?
LEDGF integ inh: -0.5; proKLK7 act: 0.1; Tn6 DDE FP: -1.6; TDP2 inh: 7.0; UHRF1 binding: -2.8; MBD2 DNA inh: 2.8; SIAE inh: 4.8; DDE Tn7 FP inh: -1.2; TCR CD3 inh: -0.2; PRMT1 FP inh: 0.3

Results for Cc1nc2scc(C)n2c(=O)c1S(=O)(=O)N1CCN(c2cccc(C(F)(F)F)c2)CC1 ?
LEDGF integ inh: 1.0; proKLK7 act: -0.9; Tn6 DDE FP: -2.2; TDP2 inh: 2.5; UHRF1 binding: -2.0; MBD2 DNA inh: 2.5; SIAE inh: -3.7; DDE Tn7 FP inh: -0.9; TCR CD3 inh: 0.8; PRMT1 FP inh: -3.5

Results for Cc1sc2ncnc(SC(C)C#N)c2c1C (stereo not given) ?
LEDGF integ inh: -1.9; proKLK7 act: 0.0; Tn6 DDE FP: -1.6; TDP2 inh: 7.6; UHRF1 binding: -2.1; MBD2 DNA inh: -4.3; SIAE inh: 9.2; DDE Tn7 FP inh: 8.7; TCR CD3 inh: 3.9; PRMT1 FP inh: -3.6

How did COc1ccc(-c2cc3nc4n(c(=O)c3s2)CCC4)cc1 do in these assays?
LEDGF integ inh: -2.0; proKLK7 act: 2.4; Tn6 DDE FP: -2.9; TDP2 inh: -12.0; UHRF1 binding: 2.5; MBD2 DNA inh: -0.5; SIAE inh: -10.3; DDE Tn7 FP inh: -7.2; TCR CD3 inh: -4.0; PRMT1 FP inh: -0.9

What do the screens show for `C=CCc1ccc(OCCCCOc2ccc(C(=O)O)cc2)c(OC)c1`?
LEDGF integ inh: -3.9; proKLK7 act: 0.1; Tn6 DDE FP: 11.1; TDP2 inh: -0.8; UHRF1 binding: -0.1; MBD2 DNA inh: 0.0; SIAE inh: -7.0; DDE Tn7 FP inh: 4.0; TCR CD3 inh: 8.2; PRMT1 FP inh: -0.3

Results for COCCNC(=O)C1CCCN(C(=O)c2oc3ccccc3c2C)CC1 (stereo not given) ?
LEDGF integ inh: 0.3; proKLK7 act: 3.2; Tn6 DDE FP: 1.6; TDP2 inh: 3.2; UHRF1 binding: -1.9; MBD2 DNA inh: -0.6; SIAE inh: -4.8; DDE Tn7 FP inh: -3.2; TCR CD3 inh: -6.8; PRMT1 FP inh: 45.8*

How did COc1ccc(-n2c(SCC(=O)N3CCCCC3)nc3ccccc3c2=O)cc1 do in these assays?
LEDGF integ inh: -2.0; proKLK7 act: 0.2; Tn6 DDE FP: 3.1; TDP2 inh: 8.4; UHRF1 binding: 3.9; MBD2 DNA inh: -3.1; SIAE inh: -1.8; DDE Tn7 FP inh: 4.2; TCR CD3 inh: 4.2; PRMT1 FP inh: 0.0

What do the screens show for `CNc1cnc(-c2cccc(C(=O)N3CCOCC3)c2)cn1`?
LEDGF integ inh: 1.3; proKLK7 act: 14.2*; Tn6 DDE FP: -9.5; TDP2 inh: -3.0; UHRF1 binding: 3.8; MBD2 DNA inh: 10.6; SIAE inh: -8.2; DDE Tn7 FP inh: -0.5; TCR CD3 inh: -3.8; PRMT1 FP inh: 1.5

Results for S=c1[nH]nc(-c2ccccc2)n1CC1CCCO1 (stereo not given) ?
LEDGF integ inh: 1.4; proKLK7 act: 0.2; Tn6 DDE FP: 3.3; TDP2 inh: 2.8; UHRF1 binding: 1.4; MBD2 DNA inh: 2.9; SIAE inh: -0.3; DDE Tn7 FP inh: 2.6; TCR CD3 inh: -2.5; PRMT1 FP inh: 1.7

2 compounds drawn at random from the list so far:
Results for Cc1sc2ncnc(SC(C)C#N)c2c1C (stereo not given) ?
LEDGF integ inh: -1.9; proKLK7 act: 0.0; Tn6 DDE FP: -1.6; TDP2 inh: 7.6; UHRF1 binding: -2.1; MBD2 DNA inh: -4.3; SIAE inh: 9.2; DDE Tn7 FP inh: 8.7; TCR CD3 inh: 3.9; PRMT1 FP inh: -3.6

Results for Cc1nc2scc(C)n2c(=O)c1S(=O)(=O)N1CCN(c2cccc(C(F)(F)F)c2)CC1 ?
LEDGF integ inh: 1.0; proKLK7 act: -0.9; Tn6 DDE FP: -2.2; TDP2 inh: 2.5; UHRF1 binding: -2.0; MBD2 DNA inh: 2.5; SIAE inh: -3.7; DDE Tn7 FP inh: -0.9; TCR CD3 inh: 0.8; PRMT1 FP inh: -3.5

Later entries
Results for NC(=O)COC(=O)CSc1cccc2cccc(Cl)c12 ?
LEDGF integ inh: 3.1; proKLK7 act: -0.1; Tn6 DDE FP: -0.3; TDP2 inh: 2.1; UHRF1 binding: 2.5; MBD2 DNA inh: 0.0; SIAE inh: -3.5; DDE Tn7 FP inh: -7.6; TCR CD3 inh: 1.7; PRMT1 FP inh: -0.7

Results for CC(C(=O)Nc1ccc(F)c(F)c1F)N(C)Cc1cccs1 (stereo not given) ?
LEDGF integ inh: -1.8; proKLK7 act: 0.6; Tn6 DDE FP: -3.2; TDP2 inh: -5.7; UHRF1 binding: -0.8; MBD2 DNA inh: 2.4; SIAE inh: -10.1; DDE Tn7 FP inh: -4.4; TCR CD3 inh: 5.5; PRMT1 FP inh: -1.5

How did Cc1ccc(CN2CCN(/N=C/c3cccn3C)CC2)c(C)c1 do in these assays?
LEDGF integ inh: 0.1; proKLK7 act: 0.3; Tn6 DDE FP: -15.5; TDP2 inh: -8.3; UHRF1 binding: -0.5; MBD2 DNA inh: -2.5; SIAE inh: 4.8; DDE Tn7 FP inh: -2.1; TCR CD3 inh: -2.1; PRMT1 FP inh: 1.4

Results for Cc1onc(-c2ccccc2)c1C(=O)Nc1nnc(N(C)Cc2ccccc2)s1 ?
LEDGF integ inh: -4.2; proKLK7 act: 0.6; Tn6 DDE FP: -5.9; TDP2 inh: 7.5; UHRF1 binding: 1.1; MBD2 DNA inh: 3.9; SIAE inh: 4.4; DDE Tn7 FP inh: -4.2; TCR CD3 inh: -3.5; PRMT1 FP inh: 4.0

What do the screens show for `O=C(Oc1ccccc1)c1cccc(COC(=O)c2cnccn2)c1`?
LEDGF integ inh: -1.6; proKLK7 act: 0.1; Tn6 DDE FP: -0.3; TDP2 inh: -3.4; UHRF1 binding: 1.4; MBD2 DNA inh: 3.8; SIAE inh: 0.5; DDE Tn7 FP inh: 8.7; TCR CD3 inh: -0.8; PRMT1 FP inh: 0.5

What do the screens show for `O=C1NC2(CCCC2)N=C1c1ccc(F)cc1`?
LEDGF integ inh: 0.1; proKLK7 act: 0.4; Tn6 DDE FP: -2.0; TDP2 inh: -1.2; UHRF1 binding: 6.8; MBD2 DNA inh: 5.2; SIAE inh: -2.2; DDE Tn7 FP inh: 1.2; TCR CD3 inh: -2.2; PRMT1 FP inh: 1.4

What do the screens show for `CCCCN(C)CCNC(=O)Cn1c(=O)sc2ccccc21`?
LEDGF integ inh: -0.6; proKLK7 act: 0.2; Tn6 DDE FP: 6.6; TDP2 inh: 4.7; UHRF1 binding: 2.0; MBD2 DNA inh: -0.4; SIAE inh: -0.5; DDE Tn7 FP inh: 0.2; TCR CD3 inh: 4.5; PRMT1 FP inh: -7.0

How did CC1CCC(NC(=O)CN2C(=O)c3cccnc3Oc3ccc(Cl)cc32)CC1 (stereo not given) do in these assays?
LEDGF integ inh: 1.3; proKLK7 act: -0.4; Tn6 DDE FP: -0.7; TDP2 inh: 4.3; UHRF1 binding: 1.6; MBD2 DNA inh: 4.9; SIAE inh: -2.5; DDE Tn7 FP inh: 0.7; TCR CD3 inh: 1.7; PRMT1 FP inh: 3.9

How did Fc1ccc(N2CCN(C3CCC(c4ccccc4)CC3)CC2)cc1 (stereo not given) do in these assays?
LEDGF integ inh: -2.3; proKLK7 act: -1.0; Tn6 DDE FP: 6.6; TDP2 inh: 0.5; UHRF1 binding: -1.0; MBD2 DNA inh: -3.0; SIAE inh: -1.7; DDE Tn7 FP inh: 4.8; TCR CD3 inh: 4.6; PRMT1 FP inh: -3.5

Results for COCCn1c(=O)[nH]c(=O)c2cc(C(=O)c3cc(OC)ccc3O)cnc21 ?
LEDGF integ inh: 5.9; proKLK7 act: -1.3; Tn6 DDE FP: -6.7; TDP2 inh: -6.4; UHRF1 binding: -1.8; MBD2 DNA inh: -8.4; SIAE inh: 9.4; DDE Tn7 FP inh: -4.4; TCR CD3 inh: 13.8; PRMT1 FP inh: 0.4

What do the screens show for `Cc1ccc(-c2nnc(SCC(=O)Nc3sc(C)c(C)c3C#N)n2C)cc1`?
LEDGF integ inh: -1.5; proKLK7 act: 0.7; Tn6 DDE FP: 7.0; TDP2 inh: -7.7; UHRF1 binding: -0.7; MBD2 DNA inh: -1.3; SIAE inh: -20.8; DDE Tn7 FP inh: 8.2; TCR CD3 inh: 0.4; PRMT1 FP inh: -1.0

How did CC(C)(C)c1ccc(NC(=O)c2ccsc2)cc1 do in these assays?
LEDGF integ inh: 2.9; proKLK7 act: -0.4; Tn6 DDE FP: -3.9; TDP2 inh: -5.5; UHRF1 binding: 0.7; MBD2 DNA inh: 0.9; SIAE inh: -2.3; DDE Tn7 FP inh: 3.8; TCR CD3 inh: 3.9; PRMT1 FP inh: -1.2

What do the screens show for `Cc1ccc(S(=O)(=O)N2CCOCC2)cc1C(=O)NC(=S)N1CC(C)CC(C)C1` (stereo not given)?
LEDGF integ inh: -3.8; proKLK7 act: -0.1; Tn6 DDE FP: 0.2; TDP2 inh: -1.0; UHRF1 binding: -2.5; MBD2 DNA inh: -4.0; SIAE inh: -2.1; DDE Tn7 FP inh: 5.8; TCR CD3 inh: 0.5; PRMT1 FP inh: 1.6
